# Screens as filed in PubChem BioAssay.
# HP1b binding inh: inhibitors of HP1-beta chromodomain binding to methylated histone tails; P83916; AlphaScreen HP1-beta / biotin-H3K9me3 peptide binding; Potency, µM (doses to about 114 µM), without a hit: top-dose activity change, negative = inhibition, most hits filed as inhibitors; 390,000 compounds, 0.56% hits; AID 540317; also: nearly all actives have a fitted effect of over 70% in size; inactives centre near 23
#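 Compound inhibition of the preformed complex between 50 nM HP1-beta and 50 nM biotinylated H3K9me3 peptide was read by AlphaScreen. Buffer was PBS pH 7.4 with 0.01% Tween-20. Incubations ran 30 min at room temperature, with 10 ug/mL donor/acceptor beads.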
# JMJD2A Tudor: inhibitors of human JMJD2A Tudor domain; AlphaScreen JMJD2A-Tudor / H3K4me3 peptide binding; O75164; AID 504339; Potency, µM (titrated, usually from 114 µM), for inactives: at the highest dose activity change, negative = inhibition, hits mostly inhibitors; 390,000 compounds, 4.4% hits; also: % is scaled to controls: 0 for no effect and ±100 for the full control effect; nearly all actives have a fitted effect of over 50% in size
# Target sequence (O75164 whole entry, looked up, the tested form may be a part): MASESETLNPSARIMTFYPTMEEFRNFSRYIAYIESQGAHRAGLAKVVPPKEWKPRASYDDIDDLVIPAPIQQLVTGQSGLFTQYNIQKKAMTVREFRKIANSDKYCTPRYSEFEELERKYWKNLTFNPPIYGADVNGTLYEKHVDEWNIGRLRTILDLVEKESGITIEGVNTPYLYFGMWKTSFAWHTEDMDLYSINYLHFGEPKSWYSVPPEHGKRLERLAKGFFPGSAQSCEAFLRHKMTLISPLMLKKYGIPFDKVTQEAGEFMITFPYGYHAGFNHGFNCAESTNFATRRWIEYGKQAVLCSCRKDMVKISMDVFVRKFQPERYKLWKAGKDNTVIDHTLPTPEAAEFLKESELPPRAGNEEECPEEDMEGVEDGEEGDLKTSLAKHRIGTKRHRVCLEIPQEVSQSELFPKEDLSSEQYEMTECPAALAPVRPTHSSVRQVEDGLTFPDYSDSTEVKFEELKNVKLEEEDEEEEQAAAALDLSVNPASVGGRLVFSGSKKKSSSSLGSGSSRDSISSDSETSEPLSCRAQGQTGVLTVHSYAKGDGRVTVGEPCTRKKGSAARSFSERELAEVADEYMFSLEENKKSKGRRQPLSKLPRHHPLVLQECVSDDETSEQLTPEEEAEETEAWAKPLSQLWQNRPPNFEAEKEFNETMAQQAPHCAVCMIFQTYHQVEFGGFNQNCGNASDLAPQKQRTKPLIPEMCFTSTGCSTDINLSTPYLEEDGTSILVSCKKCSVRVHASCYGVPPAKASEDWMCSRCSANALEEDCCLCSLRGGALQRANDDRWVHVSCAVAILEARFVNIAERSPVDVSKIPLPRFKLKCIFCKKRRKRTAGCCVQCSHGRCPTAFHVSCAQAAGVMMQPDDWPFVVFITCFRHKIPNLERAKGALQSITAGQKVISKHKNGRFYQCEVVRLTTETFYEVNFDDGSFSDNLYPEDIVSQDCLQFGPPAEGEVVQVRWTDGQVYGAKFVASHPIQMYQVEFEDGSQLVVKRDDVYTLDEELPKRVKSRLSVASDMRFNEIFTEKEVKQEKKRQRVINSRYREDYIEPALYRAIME
# ALOX12 inh: inhibitors of human 12S-lipoxygenase ALOX12. P18054. 580,000 compounds, 1.1% hits. Potency, µM (highest dose often 108 µM), for the others: at the highest dose activity change, negative = inhibition, usual class: inhibitors. purified 12hLO, xylenol orange hydroperoxide absorbance; also: % is scaled to controls: 0 for no effect and ±100 for the full control effect
#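 Purified human 12hLO (150 nM final) in 25 mM Hepes, 0.01% Triton X-100, pH 7.0 was preincubated 15 min at room temperature with compound. Then 40 uM arachidonic acid was added, 30 min. Hydroperoxide was read by Fe-XO absorbance ratio 573/405 nm.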
# PGK inhibitor: T. brucei PGK inhibition; P07378; PGK/GAPDH coupled, Kinase-Glo luminescence, 60 min; Potency, µM (titrated, usually from 57.5 µM), for inactives: top-dose activity change, negative = inhibition, usual class: inhibitors; 380,000 compounds, 0.043% hits; AID 602233; also: % is scaled to controls: 0 for no effect and ±100 for the full control effect; nearly all actives have a fitted effect of over 60% in size
#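 Luminescent ATP detection (Kinase-Glo Plus) follows a 60-minute room-temperature incubation, with wells lacking PGK as controls. Buffer: 100 mM TEA (pH 7.6), 5 mM MgCl2, 0.01% Tween-20. Coupling enzyme GAPDH (100 nM final) supplies unstable 1,3-BPG in-well.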
# GLS inhibitor: glutaminase GLS (human) inhibition; AID 624170; 410,000 compounds, 0.21% hits; O94925; GLS enzymatic activity, qHTS titration; Potency, µM (highest dose often 45.5 µM), inactives show top-dose activity change, negative = inhibition, actives largely listed as inhibitors; also: % is scaled to controls: 0 for no effect and ±100 for the full control effect
#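 Glutamate formation by hKGA was monitored fluorometrically using coupled glutamate oxidase, HRP and Amplex Red. Substrate was added as 1 mM L-glutamine solution; incubation was 30 min at RT after an initial read.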
# ERG-DNA inh: inhibitors of human ERG Ets domain-DNA interaction. fluorescence polarization, His-ERG Ets domain / labelled DNA. P11308. 370,000 compounds, 0.028% hits. Potency, µM (doses to about 76.9 µM), inactives show at the highest dose FP activity, negative = inhibition, hits mostly inhibitors; active = well fitted inhibition curve with a large enough effect in the polarisation, with a control signal flat; inconclusive = small, poorly fitted or top-dose-only effect, or effect the other way, or a change in a side signal; inactive = no such curve, though single readings can be large or run the other way; the % refers to the polarisation;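 also: polarization taken with two DNA probes labelled with fluorescein and Texas red; % of control where 0% means no effect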
#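 His-tagged ERG Ets domain (1 uM in the protein solution; 300mM KCl, 50mM Tris-HCl, 1mM EDTA, 1mM DTT, pH 7.5) received compound, then a probe mix of 5 nM fluorescein-DNA and 100nM Texas-615-DNA. Fluorescence polarization was read for both dyes.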
# TrxR1 inh: inhibitors of rat thioredoxin reductase 1 | 390,000 compounds, 1% hits | recombinant rTrxR1, NADPH fluorescence consumption, selenite substrate | Potency, µM (highest dose often 114 µM), without a hit: at the top dose activity change, negative = inhibition, actives largely listed as inhibitors | O89049; also: % is scaled to controls: 0 for no effect and ±100 for the full control effect; nearly all actives have a fitted effect of over 65% in size
#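 Rat TrxR1 (90 nM in the dispensed reagent) was pre-reduced with 400 uM NADPH for 5 min at room temperature, then incubated with compound for 15 min. After 400 uM selenite was added, NADPH fluorescence (Ex 340/Em 450 nm) was followed for 8 min.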
# RGS4 inh: human RGS4 inhibition | P49798 | Transcreener GDP fluorescence polarization, RGS4-accelerated GTP hydrolysis | Potency, µM (doses to about 114 µM), for inactives: top-dose activity change, negative = inhibition, usual class: inhibitors | 390,000 compounds, 0.039% hits | AID 504845; also: % is scaled to controls: 0 for no effect and ±100 for the full control effect; nearly all actives have a fitted effect of over 75% in size; some results filed as inactive show a strong effect at the top dose
#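 MLSMR compounds (23 nl, pin-transferred) preincubated 10 min at room temperature with a 500nM (2x) first reagent, then RGS4 at 900nM (2x) plus Transcreener GDP mix added; fluorescence polarization (620/688 nm) read before and after 90 min at 30 °C.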
# Pin1 inh: blocks the human prolyl isomerase Pin1. AID 504891. Pin1 FP peptide displacement, HiFluor488, 10 min. Potency, µM (doses to about 115 µM), for the others: at the highest dose activity, negative = inhibition, usual class: inhibitors. Q13526. 390,000 compounds, 0.009% hits; active = well fitted inhibition curve with a large enough effect in the polarisation, with a control signal flat, not every such curve was filed as active; inconclusive = small, poorly fitted or top-dose-only effect, or effect the other way, or a change in a side signal; inactive = no such curve, though single readings can be large or run the other way; the % refers to the polarisation; also: % is scaled to controls: 0 for no effect and ±100 for the full control effect
# * = called active by the depositor; i = inactive; ? = inconclusive; / = not tested or not shown; & = joins results of further samples; [ ] = dose if it differs, or a comment. Unless noted, calls follow the shape of the dose curve; as a rule, active = well fitted curve in the direction sought with a large enough effect; inconclusive = small, poorly fitted or top-dose-only effect, or another doubt; inactive = no such curve, though single readings can be large; an effect the other way counts as inactive or inconclusive. Potency is read from the fitted curve at half-maximal effect. Only part of the results is shown; rates above refer to the full screens.
item | HP1b binding inh | JMJD2A Tudor | ALOX12 inh | PGK inhibitor | GLS inhibitor | ERG-DNA inh | TrxR1 inh | RGS4 inh | Pin1 inh | structure
1 | 10% | -19% | -3% | -1% | -4% | -10% | -8% | -27% | 1% | Cc1sc2ncnc(N/N=C/c3ccc(O)cc3)c2c1C
2 | 33% | -21% | 1% | -1% | 0% | -10% | 19%[57.1 µM] | -8% | 8% | C[C@@]12C(=O)N(Cc3ccccc3)CC(=O)N1[C@H]1c3ccccc3OC[C@@H]1[C@@H]2c1ccccc1
3 | ? | 10µM* | ? | -11% | -14% | -7% | ? | ? | 3% | COc1cccc2c(=S)c(CCC(C)=O)c(C)[nH]c12
4 | 7% | ? | -6% | -8% | 4% | 2% | 3% | 35% | 2% | O=C(CN1C(=O)COc2ccc(S(=O)(=O)N3CCCCCC3)cc21)N1CCN(c2ccccc2)CC1
5 | 14% | -30% | ? | i | -2% | 5% | 7% | 4% | 1% | CN(Cc1ccccc1)c1ccc(C(CC(N)=O)NC(=O)Cc2cccc3ccccc23)cc1[N+](=O)[O-] (centres undefined)
6 | 0% | -33% | 5.6µM* | 0% | -25% | -11% | 11µM* | -62%[56.9 µM] | / | O=C1NN(c2cccc(Br)c2)C(=O)/C1=C\c1ccccc1
7 | 22% | -11% | 22% | -1% | 1% | -5% | 17% | -17% | -2% | Clc1ccc2nc(COc3ccccc3)[nH]c2c1
8 | 33% | -14% | -1% | -6% | -2% | 2% | 3% | 25% | -13% | CCCCNC(=S)NNC(=O)c1ccco1
9 | 42%[activator] | 50µM* | -23% | 3% | 0% | -11% | 23%[57.1 µM] | -28% | 6% | CC1=NN(c2ccc(S(=O)(=O)O)cc2C)C(=O)C1
10 | -16% | ? | 0% | -9% | 7% | 1% | ? | -37% | -6% | N#CC1=C(N)N(c2ccccc2)C(c2cccc([N+](=O)[O-])c2)C1(C#N)C#N (centres undefined)
11 | 30% | -22% | -23% | i | -15% | -3% | 31%[57.1 µM] | -21% | -2% | Cc1cccc(N2CCN(c3ncnc4c3cnn4-c3ccc(Cl)cc3)CC2C)c1 (centres undefined)
12 | 24% | -7% | -18% | -4% | 3% | -1% | ? | 1% | -6% | c1ccc(Cn2nnnc2-c2ccco2)cc1
13 | 32% | -10% | 10% | -1% | 2% | 3% | -13% | -21% | 6% | CC(C)c1ccc(NC(=O)NC(C)c2ccc3c(c2)OCO3)cc1 (centres undefined)
14 | 9% | -27% | 0% | -4% | 15% | -1% | 7%[57.1 µM] | 37% | -9% | Cc1ccc(S(C)(=O)=O)cc1S(=O)(=O)Nc1cccc(Cl)c1
15 | -7% | -20% | i | -8% | 5% | -7% | -3% | 25% | 6% | COc1cc(NC(=O)C(C)Oc2ccccc2)ccc1NC(=O)COc1ccccc1 (centres undefined)
16 | 25% | -13% | 20% | -10% | -11% | 10% | 18%[57.1 µM] | -16% | -1% | Cc1ccc(NC(=O)c2nnn(-c3ccc4c(c3)OCCO4)c2N)cc1
17 | 20%&55% | -20%&-19% | ? | -8%&-1% | -1%&-1% | 1%&5% | 25%&2% | -8%&-16% | -1%&2% | Cc1ccc(-c2cc(C(=O)NCc3cnn(C)c3C)c3cc(Br)ccc3n2)cc1
18 | 105%[activator] | 92%[activator] | -25% | 0% | 2% | / | 20% | 11% | -16% | Clc1ccc(Cn2cc(Br)cn2)cc1Cl
19 | 43%[activator] | -10% | -21% | -9% | 1% | 8% | 3% | 15% | ? | CCN(CC(=O)NC(C)C)Cc1nc2c(Br)cc(Br)cc2c(=O)[nH]1

# Laid out differently: 11 of the compounds above
9: CC1=NN(c2ccc(S(=O)(=O)O)cc2C)C(=O)C1
10: N#CC1=C(N)N(c2ccccc2)C(c2cccc([N+](=O)[O-])c2)C1(C#N)C#N (centres undefined)
11: Cc1cccc(N2CCN(c3ncnc4c3cnn4-c3ccc(Cl)cc3)CC2C)c1 (centres undefined)
12: c1ccc(Cn2nnnc2-c2ccco2)cc1
13: CC(C)c1ccc(NC(=O)NC(C)c2ccc3c(c2)OCO3)cc1 (centres undefined)
14: Cc1ccc(S(C)(=O)=O)cc1S(=O)(=O)Nc1cccc(Cl)c1
15: COc1cc(NC(=O)C(C)Oc2ccccc2)ccc1NC(=O)COc1ccccc1 (centres undefined)
16: Cc1ccc(NC(=O)c2nnn(-c3ccc4c(c3)OCCO4)c2N)cc1
17: Cc1ccc(-c2cc(C(=O)NCc3cnn(C)c3C)c3cc(Br)ccc3n2)cc1
18: Clc1ccc(Cn2cc(Br)cn2)cc1Cl

assay / entry,9,10,11,12,13,14,15,16,17,18
HP1b binding inh,42%[activator],-16%,30%,24%,32%,9%,-7%,25%,20%&55%,105%[activator]
JMJD2A Tudor,50µM*,?,-22%,-7%,-10%,-27%,-20%,-13%,-20%&-19%,92%[activator]
ALOX12 inh,-23%,0%,-23%,-18%,10%,0%,i,20%,?,-25%
PGK inhibitor,3%,-9%,i,-4%,-1%,-4%,-8%,-10%,-8%&-1%,0%
GLS inhibitor,0%,7%,-15%,3%,2%,15%,5%,-11%,-1%&-1%,2%
ERG-DNA inh,-11%,1%,-3%,-1%,3%,-1%,-7%,10%,1%&5%,/
TrxR1 inh,23%[57.1 µM],?,31%[57.1 µM],?,-13%,7%[57.1 µM],-3%,18%[57.1 µM],25%&2%,20%
RGS4 inh,-28%,-37%,-21%,1%,-21%,37%,25%,-16%,-8%&-16%,11%
Pin1 inh,6%,-6%,-2%,-6%,6%,-9%,6%,-1%,-1%&2%,-16%

19: CCN(CC(=O)NC(C)C)Cc1nc2c(Br)cc(Br)cc2c(=O)[nH]1

assay / entry,19
HP1b binding inh,43%[activator]
JMJD2A Tudor,-10%
ALOX12 inh,-21%
PGK inhibitor,-9%
GLS inhibitor,1%
ERG-DNA inh,8%
TrxR1 inh,3%
RGS4 inh,15%
Pin1 inh,?
